# Compound activity as filed in PubChem.
# PLK1 PBD inh: PLK1 (human) polo-box domain binding inhibition; P53350; Plk1 PBD binding of FITC phosphopeptide, fluorescence polarization; Potency, µM, without a hit: max response, negative = inhibition, usual class: inhibitors; hit rate 2.8% among 360,000; further: potency means the concentration at half of the fitted maximal effect; series mostly up to about 57 µM; on the % scale 0 is the no-effect control and ±100 the full control effect; nearly all actives have a fitted effect of over 65% in size
# WRN inhibitor: inhibitors of human WRN helicase. WRN helicase unwinding, fluorescent forked duplex, kinetic. Potency, µM (highest dose often 114 µM), without a hit: top-dose activity change, negative = inhibition, actives largely listed as inhibitors. hit rate 0.46% among 360,000; further: potency means the concentration at half of the fitted maximal effect; on the % scale 0 is the no-effect control and ±100 the full control effect; nearly all actives have a fitted effect of over 55% in size
#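 Screening of the MLSMR collection measured strand separation of a quenched forked DNA duplex (100 nM) by 20 nM WRN with 2 mM ATP, all final. Compounds were preincubated with enzyme 15 min at room temperature.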
# D3 antag: antagonists of human D3 dopamine receptor | P35462 | D3R cells, DiscoveRx beta-arrestin luminescence, antagonist mode; stronger effect = lower value | max response, negative = inhibition, % | hit rate 2.5% among 360,000; in the data active means max response below about -50%; inconclusive means no clear call, values can overlap the other calls; further: on the % scale 0 is the no-effect control and ±100 the full control effect; mostly tested at two doses, the higher about 12 µM
#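 Cells expressing the human receptor were seeded at 1500 cells/well, incubated overnight at 37 degrees C in 5% CO2, then exposed to library compounds with dopamine controls for 90 minutes at 37 degrees C before luminescent detection.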
# GLP1R inv ag: inverse agonists of human GLP-1 receptor; P43220; HEK293 GLP-1R CRE-luciferase, luminescence, 24 h; GLP-1R form is constitutively active; Potency, µM (top dose mostly 38.3 µM), for inactives: at the highest dose activity change, negative = inhibition, actives largely listed as inhibitors; hit rate 1.6% among 410,000; further: potency means the concentration at half of the fitted maximal effect; on the % scale 0 is the no-effect control and ±100 the full control effect; nearly all actives have a fitted effect of over 55% in size
# Target sequence (P43220 whole entry, looked up): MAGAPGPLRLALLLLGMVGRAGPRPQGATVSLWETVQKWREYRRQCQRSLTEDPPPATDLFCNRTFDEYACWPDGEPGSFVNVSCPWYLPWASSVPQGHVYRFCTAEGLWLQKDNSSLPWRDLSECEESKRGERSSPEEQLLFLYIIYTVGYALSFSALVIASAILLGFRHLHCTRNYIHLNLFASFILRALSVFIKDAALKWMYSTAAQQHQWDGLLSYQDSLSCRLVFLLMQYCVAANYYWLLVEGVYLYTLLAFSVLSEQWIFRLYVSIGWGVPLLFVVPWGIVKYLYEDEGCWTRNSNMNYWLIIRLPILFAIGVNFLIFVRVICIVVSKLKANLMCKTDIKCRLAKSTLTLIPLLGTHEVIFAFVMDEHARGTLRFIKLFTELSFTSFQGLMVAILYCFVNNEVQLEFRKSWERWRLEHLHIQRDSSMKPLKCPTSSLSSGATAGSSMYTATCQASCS
#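 Inverse agonists were sought by their lowering of basal cAMP reporter luciferase output in HEK293 cells stably carrying constitutively active human GLP-1R, after 24 h compound treatment.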
# DRD3 agonist: D3 dopamine receptor (human) agonism; P35462; D3R DiscoveRx beta-arrestin cells, luminescence, 90 min; max activation, %; hit rate 0.58% among 410,000; AID 652048; in the data active means max activation above about 30%; further: 0% is about no effect; mostly tested at two doses, the higher about 12 µM
#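 Agonist-mode cell screen: cells plated at 1500/well and incubated overnight at 37 °C, then exposed to library compounds for 90 min at 37 °C. Detection reagent was added for 30–60 min at room temperature, and luminescence was read.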
# IL-2 act: IL-2 activation. IL-2 activation reporter assay, cell-based qHTS; stimulated with anti-CD3/CD4/CD28 beads; in transgenic mouse T cells. activation, % (series mostly up to about 46 µM). hit rate 0.065% among 360,000; in the data active means activation above about 50%; inconclusive means mostly about 30% to 49%; further: 0% is about no effect
#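 Screening format: compound pinned onto unstimulated transgenic mouse T cells, 60 min incubation, then anti-CD3/anti-CD4/anti-CD28 bead stimulation for 18 hours at 37 degrees C, followed by EGFP and DsRed detection.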
# HEK293 tox: cytotoxicity counter-screen for GLP-1 receptor inverse agonists; AID 624418; hit rate 0.13% among 410,000; Potency, µM (series often up to 38.3 µM), for inactives: top-dose activity change, negative = inhibition, actives largely listed as inhibitors; HEK293 cAMP-luciferase reporter cells, luminescence, 24 h;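 further: loss of luciferase light is scored as toxicity; potency means the concentration at half of the fitted maximal effect; on the % scale 0 is the no-effect control and ±100 the full control effect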
#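 To flag toxic compounds, the library was rerun on cells for 24 hr at 37 deg C and 5% CO2. Viability-linked luminescence was captured 12 min after adding luciferase detection reagent.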
# GLP-1R agonist: agonists of human GLP-1 receptor. HEK293 GLP-1R CRE-luciferase, luminescence, 4-6 h; cells express a hypersensitive GLP-1R form. Potency, µM (titrated, usually from 45.6 µM), for the others: at the top dose activation, most hits filed as activators. hit rate 0.007% among 380,000. AID 624172; further: potency means the concentration at half of the fitted maximal effect; % of control where 0% means no effect
# PI5P4Ka inh: blocks human PI5P4K alpha kinase activity; PI5P4Kalpha enzyme, ADP-Glo luminescence, 60 min; stronger effect = lower value; max response, %; hit rate 1.2% among 330,000; AID 652105; active means max response of -50% or lower; inconclusive means between -30% and -50%; inactive means -30% or higher; further: value at the top dose of about 77 µM; on the % scale 0 is the no-effect control and ±100 the full control effect
# Target sequence (P48426 whole entry, looked up): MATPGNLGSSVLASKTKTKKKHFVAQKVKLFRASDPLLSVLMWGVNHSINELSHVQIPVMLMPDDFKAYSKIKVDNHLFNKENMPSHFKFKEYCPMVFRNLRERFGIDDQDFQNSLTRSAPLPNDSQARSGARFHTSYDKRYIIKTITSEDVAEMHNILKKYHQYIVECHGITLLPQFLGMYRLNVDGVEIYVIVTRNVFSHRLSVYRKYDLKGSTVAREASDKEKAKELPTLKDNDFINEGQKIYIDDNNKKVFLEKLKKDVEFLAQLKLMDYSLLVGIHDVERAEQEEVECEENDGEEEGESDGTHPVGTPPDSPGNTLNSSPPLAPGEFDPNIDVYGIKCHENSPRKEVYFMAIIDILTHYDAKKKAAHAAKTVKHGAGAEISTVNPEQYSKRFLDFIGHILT
#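 Single end-point luminescence (ADP-Glo) quantified ADP from PI5P4Kalpha turnover; ATP 5 microM final, 1 h at RT, 0.1% CHAPS and 0.28 mM EGTA in HEPES pH 7.4.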
# Starred values were filed as active, the others as inactive; ? = inconclusive; . = no result given; & = joins results of further samples; [ ] = dose if it differs, or a comment. Unless noted, the call rests on the fitted dose curve; in most records, active means well fitted curve in the direction sought with a large enough effect; inconclusive means small, poorly fitted or top-dose-only effect, or another doubt; inactive means no such curve, though single readings can be large; an effect the other way counts as inactive or inconclusive.
[1] Cc1ccc(S(=O)(=O)N2CCCCC2)cc1NC(=O)c1ccc2c(c1)OCO2
[2] CN(CC(=O)Nc1ccccc1Cl)C(=O)Cn1nnc(-c2ccc(F)cc2)n1
[3] CC(C)(O)C#Cc1ccc(C(=O)NCc2cccs2)s1
[4] O=C(CC1SC(=O)N(c2ccccc2)C1=O)Nc1ccccc1 (configuration not stated)
[5] CN(C)c1ccc([N+](=O)[O-])cc1C(=O)O
[6] Cc1ccc(C)c(OCC(=O)O/N=C(\N)c2cccnc2)c1
[7] COc1ccc(S(=O)(=O)N2CCN(CC(=O)c3[nH]c(C)c(C(C)=O)c3C)CC2)cc1OC
[8] CC1CCC2(CC1)NC(=O)N(CC(=O)Nc1ccc(N3CCCCC3)cc1)C2=O (configuration not stated)

compound no.	1	2	3	4	5	6	7	8
PLK1 PBD inh	-16%	-8%	-2%	11µM*	2%	-5%	-4%	0%
WRN inhibitor	-2%	-2%	-7%	40µM*	3%	-4%	5%	9%
D3 antag	2	0	11	?	-6	4	-21	40
GLP1R inv ag	?	?	1%	52%[activator]	0%	11%	3%	-15%
DRD3 agonist	2	-24	5	-38	-2	10	1	1
IL-2 act	-2.5	-3.6	1.5	-4.6	-4.2	0.9	-0.2	2.8
HEK293 tox	5%	14%	-4%	-1%	?	-3%	-2%	-3%
GLP-1R agonist	0%	3%	12%	-14%	5%	21%	0%	7%
PI5P4Ka inh	-12	2	1	.	5	3	5	9

[9] CCC(=O)Nc1ccc(OCc2nnc3c4ccccc4c(C)nn23)cc1
[10] CC(C)CCOC(=O)C1C(c2ccccc2)C(C(=O)O)C1c1ccccc1 (configuration not stated)
[11] CC1CCN(Cc2nc(Cl)c3c4c(sc3n2)CCC4)CC1
[12] O=C(NC1CC1)c1cccc(NC(=O)C2CCN(S(=O)(=O)c3cccc(C(F)(F)F)c3)CC2)c1
[13] CCCCSc1nc(O)c(C2OC(=O)c3c2ccc(OC)c3OC)c(=O)n1C (configuration not stated)
[14] CCOC(=O)/C=C(\C)Sc1cc(O)c2ccccc2c1O
[15] O=c1c([N+](=O)[O-])cn(Cc2ccccc2)c(=O)n1Cc1ccccc1
[16] CN(Cc1nnc(-c2ccc(F)cc2)o1)c1ccccc1

compound no.	9	10	11	12	13	14	15	16
PLK1 PBD inh	-25%	1%	-8%	5%	-8%	11µM*	-27%	6%
WRN inhibitor	-14%	-5%	-1%	8%	-21%	-26%	-6%	4%
D3 antag	0	7	-6	9	-6	-55*	0	10
GLP1R inv ag	64%[activator]	0%	16%	?	57%[activator]	?	?	-17%
DRD3 agonist	1	0	-3	-7	-1	-16	0	15
IL-2 act	0.1	-1.9	-2.7	1.2	2.4	-0.2	-0.6	-1.9
HEK293 tox	12%	-10%	6%	-21%	7%	?	-4%	-9%
GLP-1R agonist	22%	3%	3%	-2%	0%	-5%	6%	12%
PI5P4Ka inh	-11	2	7	2	-1	?	2	-12

[17] FC(F)(F)c1ccc(-c2cccc3c2C2CC3CCN2Cc2ccc3c(c2)OCO3)cc1 (configuration not stated)
[18] COc1cc(CNC(=O)C2CCC(=O)N(C3CCCCCC3)C2)cc(OC)c1 (configuration not stated)
[19] Cc1ccc(S(=O)(=O)/N=C2/C=C(C3C(=O)CC(C)(C)CC3=O)C(=O)c3ccccc32)cc1
[20] O=C(CSc1nc2ccccc2c(=O)n1-c1ccc(F)c(Cl)c1)Nc1cccc(S(=O)(=O)N2CCOCC2)c1
[21] CCOC(=O)C1CCCN(C(=O)c2cccc3ccccc23)CC1 (configuration not stated)
[22] CCCC(=O)OCc1cnc(C)c2oc(=O)c(C(=O)Nc3ccccc3)cc12
[23] CCOc1ccc(S(=O)(=O)NCc2cccnc2)cc1C
[24] Cc1cc(Cl)ccc1NNC(=O)CCc1ccccc1

compound no.	17	18	19	20	21	22	23	24
PLK1 PBD inh	0%	5%	7.5µM*	-21%	-9%	.	-7%	-2%
WRN inhibitor	-7%	3%	17µM*	-19%	-5%	.	9%	-25%
D3 antag	68	22	-11	?	15	.	3	9
GLP1R inv ag	10%	21%	-17%	?	8%	-1%	7%	4.5µM*
DRD3 agonist	8	-8	-5	-5	7	-15	-6	1
IL-2 act	-0.4	-2.1	0.4	0.7	0.1	.	2.1	1.4
HEK293 tox	-1%	-4%	-22%	-10%	7%	-8%	1%	9%
GLP-1R agonist	-6%	-1%	-5%	-5%	2%	-2%	3%	-2%
PI5P4Ka inh	22	3	6	-3	0	.	4	3

# A draw from above in order of molar mass, high to low.
[12] O=C(NC1CC1)c1cccc(NC(=O)C2CCN(S(=O)(=O)c3cccc(C(F)(F)F)c3)CC2)c1
[7] COc1ccc(S(=O)(=O)N2CCN(CC(=O)c3[nH]c(C)c(C(C)=O)c3C)CC2)cc1OC
[19] Cc1ccc(S(=O)(=O)/N=C2/C=C(C3C(=O)CC(C)(C)CC3=O)C(=O)c3ccccc32)cc1
[15] O=c1c([N+](=O)[O-])cn(Cc2ccccc2)c(=O)n1Cc1ccccc1
[21] CCOC(=O)C1CCCN(C(=O)c2cccc3ccccc23)CC1 (configuration not stated)

compound no.	12	7	19	15	21
PLK1 PBD inh	5%	-4%	7.5µM*	-27%	-9%
WRN inhibitor	8%	5%	17µM*	-6%	-5%
D3 antag	9	-21	-11	0	15
GLP1R inv ag	?	3%	-17%	?	8%
DRD3 agonist	-7	1	-5	0	7
IL-2 act	1.2	-0.2	0.4	-0.6	0.1
HEK293 tox	-21%	-2%	-22%	-4%	7%
GLP-1R agonist	-2%	0%	-5%	6%	2%
PI5P4Ka inh	2	5	6	2	0

# The results go on:
[25] Cc1ccc2nc(N(CCN3CCOCC3)C(=O)CCS(=O)(=O)c3ccccc3)sc2c1
[26] CC1(C)CC(=O)C=C(Nc2cccc(F)c2)C1
[27] CC(C)(CNC(=O)c1ccccc1F)CNC(=O)c1ccccc1F
[28] NC(=O)C1CCN(c2ncnc3c2c(-c2ccccc2)cn3-c2ccccc2)CC1
[29] COC1=C/C(=C/c2c(N)n3c(nc2=O)sc2cc(S(C)(=O)=O)ccc23)C=CC1=O
[30] COc1ccc(C(CC(=O)O)NC(=O)c2ccco2)cc1 (configuration not stated)
[31] CC(=O)Nc1ccc(NC(=O)COC(=O)Cn2cnc3ccccc32)cc1
[32] O=C(CSc1nnc2c(n1)[nH]c1ccccc12)NC1CCCCC1

compound no.	25	26	27	28	29	30	31	32
PLK1 PBD inh	-6%	30µM*	-4%	-1%	77%[activator]	-6%	-6%	-16%
WRN inhibitor	-23%	6%	-4%	-3%	-2%[11.6 µM]	1%	-29%	-6%
D3 antag	23	5	10	16	1	-26	9	-25
GLP1R inv ag	-33%	6%	-6%	6%	0%	5%	4%	-17%
DRD3 agonist	2	9	7	11	3	1	-2	-16
IL-2 act	-1.3	-0.2	0.6	-5.2	0.1	-1.7	0.0	0.2
HEK293 tox	?	30%[activator]	-3%	-25%	-6%	-2%	4%	1%
GLP-1R agonist	-2%	6%	23%	0%	-5%	-13%	-13%	5%
PI5P4Ka inh	1	1	-2	-2	-76*	-1	1	-7

[33] COc1ccc(OC)c(/C=N/NC(=O)c2cnccn2)c1
[34] CCC(C(=O)NCc1ccco1)n1nc(C)c2c(C)n(-c3ccc(C)cc3)nc2c1=O (configuration not stated)
[35] COc1cn(-c2ccccc2)nc1C(=O)NCc1ccc(C)cc1
[36] O=C(Nc1ccc(Cl)c([N+](=O)[O-])c1)ONC1=NCCCCC1
[37] CCOC(=O)c1sc2ncnc(N3CCN(c4ccc(OC)cc4)CC3)c2c1C
[38] O=c1oc(-c2ccc(O)c(O)c2)cc2cc(O)cc(O)c12
[39] O=[N+]([O-])c1cc([N+](=O)[O-])c(Oc2ccc(Cl)c3cccnc23)cc1NN1CCCCC1
[40] Cc1cc(OCCn2ccnc2)cc(C)c1Cl

compound no.	33	34	35	36	37	38	39	40
PLK1 PBD inh	-8%	-3%	4%	27µM*	-10%	-2%	-7%	1%
WRN inhibitor	-14%	4%	-13%	-4%	-10%	50µM*	-4%	5%
D3 antag	-5	0	15	-3	12	57	-28	-1
GLP1R inv ag	1%	?	?	-17%	13%	15%	-3%	?
DRD3 agonist	-1	-6&-1	2	5	2	5	-13	-1
IL-2 act	1.0	-1.3	-1.8	1.6	-1.4	0.3	-4.3	-0.7
HEK293 tox	-4%	-3%&1%	-22%	-1%	15%	47%[activator]	-11%	2%
GLP-1R agonist	-1%	6%	9%	3%	14%	6%	-3%	-1%
PI5P4Ka inh	8	-4	3	13	.	-66*	-2	0

[41] CS(=O)(=O)c1ccccc1C(=O)NC1CCCc2ccccc21 (configuration not stated)
[42] CN(C)c1cccc2c(C=C(C#N)C#N)ccc(N(C)C)c12
[43] CCOc1ccc(-c2nnc(N)s2)cc1
[44] CS(=O)(=O)N1CCc2cc(C(=O)N3CCOCC3)ccc21
[45] CSC(=NCc1cccnc1)NS(=O)(=O)c1cccs1
[46] CCC(C)(C(=O)NC1CCCC1)N(C(=O)CNC(C)=O)c1ccc(C)cc1 (configuration not stated)
[47] CCc1cccc(C)c1NC(=O)CCN1C(=O)NC(C)(C)C1=O
[48] Cc1ccc(NCCCn2cnc(C(=O)Nc3ccc(C)c(C)c3)n2)cc1C
[49] Cc1cnc(C(=O)OCC(=O)Nc2ncc(Cl)cc2Cl)cn1
[50] Cc1ccccc1NC(=O)CN(C)S(=O)(=O)c1ccc(-c2ccc(=O)[nH]n2)s1
[51] Cc1ccc(S(=O)(=O)/N=C2/NC(=O)/C(=C\c3ccco3)S2)cc1

compound no.	41	42	43	44	45	46	47	48	49	50	51
PLK1 PBD inh	-4%	-9%	-1%	1%	-8%	-10%	-11%	-2%	-13%	2%	?
WRN inhibitor	-9%	-13%	-7%[57.1 µM]	-11%	4%	13%	-9%	8%	-1%[11.6 µM]	5%	-27%
D3 antag	15	0	13	45	9	2	-17	6	-3	16	6
GLP1R inv ag	42%[activator]	11%	56%[activator]	-14%	13%	-17%	3%	-29%	11%	26%	236%[activator]
DRD3 agonist	0	3	3	1	6	-2	-3	-6	7	-1	3
IL-2 act	-1.6	0.4	-1.2	-1.6	0.0	1.1	0.3	-0.5	0.0	0.0	-2.1
HEK293 tox	-1%	-17%	4%	0%	-3%	13%	2%	-7%	-3%	3%	67%[activator]
GLP-1R agonist	9%	-5%	8%	6%	2%	1%	-7%	0%	1%	9%	7%
PI5P4Ka inh	-24	-13	.	-3	1	-3	-9	1	-29	3	-13
